# All columns: NCI-60 one-dose screen, growth in % after 48 h at 10 µM unless noted; 100 = growth as untreated, 0 = no growth, -100 = all killed.
# COLO 205: COLO 205 colon cancer. 79,000 compounds, 7.3% hits
# HCT-15: HCT-15 colon cancer. 82,000 compounds, 5.2% hits. AID 1794746
# IGROV1: IGROV1 ovarian cancer; 79,000 compounds, 4.7% hits; AID 1794786
# SW-620: SW-620 colon cancer. 82,000 compounds, 5.2% hits
# HT29: HT29 colon cancer; AID 1794748; 81,000 compounds, 7.4% hits
# KM12: KM12 colon cancer cells. 82,000 compounds, 5% hits
# HCT-116: HCT-116 colon cancer | 82,000 compounds, 7.3% hits
# OVCAR-4: OVCAR-4 ovarian cancer cells; 80,000 compounds, 3.7% hits; AID 1794784
# SK-OV-3: SK-OV-3 ovarian cancer cells; 80,000 compounds, 3.2% hits
# * hit, by the source's call; . = not tested or not shown; & = joins results of further samples. The calls were made as follows: active = growth percent below 10; inactive = the rest. Hits appear at their usual frequency, and some 12% of all compounds hit somewhere here.
compound	COLO 205	IGROV1	SK-OV-3	KM12	HT29	OVCAR-4	HCT-116	HCT-15	SW-620
CC/C(Cc1ccccc1)=C(\c1ccc(OCCN2CCOCC2)cc1)c1ccc(OC(=O)NCc2ccccc2)cc1	110	100	103	102	98	116	85	98	104
c1cc2c(cc1-c1cnc3nonc3n1)OCO2	91	102	83	75	109	95	102	57	83
C/C(Cc1ccc(Cl)cc1)=C(\c1ccc(OCCCN(C)C)cc1)c1ccc(OC(=O)Cc2ccccc2)cc1	112	106	86	95	79	107	104	103	108
COc1ccc(-n2cnc3ccccc3c2=O)cc1	117	.	109	106	104	101	89	84	100
CC(=O)Nc1ccc(Br)cc1C	107	75	114	99	97	113	105	108	101
CCOc1ccc(C(=O)N2CCN(c3nc(-c4ccccc4)cc(=O)n3C)CC2)cc1	99	95	96	104	92	90	87	98	100
COc1cccc(/C=C2\C=C(c3ccccc3)N(Cc3ccccc3)C2=O)c1	74	.	42	53	82	72	48	38	43
O=C(COc1ccc2c(c1)OCO2)N1CCN(c2cccc(Cl)c2)CC1	101	101	97	109	105	100	100	113	100
O=S(=O)(NCCCNc1nccc(-n2ccc3cccnc32)n1)c1ccc(Br)cc1	114	108	113	98	107	99	105	102	110
CCC(CC)COC(=O)c1ccc(C(C)C)cc1	124	97	119	102	95	104	94	100	102
COc1cc(C2CC(c3ccc(Nc4nc(NCCO)nc(NCCO)n4)cc3)=NN2c2cc(Cl)cc(Cl)c2)cc(OC)c1OC (stereo not given)	35	4.2*	108	-26*	-47*	-20*	9.8*	16	-4.2*
CN(C)c1ccc(-c2cc(-c3cccc(Br)c3)n[nH]2)cc1	102	70	68	86	93	92	94	85	93
O=C(Cn1cc(CSc2nnc3oc4ccccc4n23)nn1)Nc1ccc(F)c(Cl)c1	93	77	56	73	90	64	78	74	100
COC1OC2COC(c3ccccc3)OC2C(OC(=O)c2ccccc2)C1OC(=O)c1ccccc1 (stereo not given)	115	117	85	96	80	105	86	93	105
COc1ccc(OC)c(/C=C/c2nnc(Nc3ccccc3)o2)c1	129	109	109	89	94	102	103	91	113
CN(C)c1ccc(/C=C/C(=O)c2ccc(NC(=O)CCN3CCCC3)cc2O)cc1	132	109	114	110	109	103	107	117	102
C=CCc1ccc(OCCOCCCl)c(OC)c1	100	102	106	105	100	96	100	106	98
CN(C)c1ccnc2c1ccn2C(=O)NS(=O)(=O)c1ccc(Cl)cc1	127	103	110	109	97	.	98	101	109
COc1ccc(-c2n/c(=C\c3c(O)[nH]c4ccccc34)cc3c2=Nc2ccccc2-3)cc1	36	86	93	5.4*	-37*	6.0*	-87*	1.2*	-6.6*
C=C(C)C(=O)N1c2ccc(OC)cc2CC1C(=O)OCC (stereo not given)	92	92	86	101	93	103	90	106	107
CC(/C=C/c1ccc(Br)cc1)=N\OCC(=O)NC(C)C	92	95	95	94	94	96	85	98	101
c1ccc2c(-c3nc(-c4cccc5ccccc45)c4ccccc4n3)cccc2c1	81	85	93	85	67	85	70	84	91
CSc1nc(NCCCNc2ccnc3cc(Cl)ccc23)cc(-c2ccccc2)n1	-76*	67	82	68	9.1*	67	43	46	72
CC(=S)N/C=C(/c1ccc(Cl)cc1Cl)S(=O)(=O)Cc1ccc(Cl)cc1Cl	113	107	111	102	91	115	88	112	101
Cc1ccc(-n2nc3c(c(C#N)c2=O)CC(c2ccoc2)C([N+](=O)[O-])=C3O)cc1 (stereo not given)	111	105	.	108	113	100	113	108	106
C(CCCSC1=NCCN1)CCSC1=NCCN1	121	101	112	113	95	98	91	102	98
Nc1ccc2oc(=O)c3ccccc3c2c1	95	106	103	92	94	90	95	108	93
CCCCCCCCCCCCCCCC(=O)NCc1ccc(Cl)cc1	110	103	106	108	106	110	93	105	104
NC(=O)c1c2c(c3ccc4c5ccccc5ccc4n13)C(=O)c1ccccc1C2=O	132	103	115	109	121	107	118	105	111
Cc1cc(O)cc(C(=O)O)c1	112	.	113	105	112	.	112	100	110
COc1ccccc1C1OC2=C(Nc3ccc([N+](=O)[O-])cc3N2)C1=O (stereo not given)	.	79	104	94	112	81	88	98	102
COc1ccc(-c2nc(SCC(C)C)nc(NNC(N)=O)c2C#N)cc1	100	100	88	89	108	102	94	93	95
O=C(Cn1nncc1CN1C(=O)CSC1=O)Nc1cc(Cl)cc(Cl)c1	107	106	89	100	105	105	111	108	106
C[n+]1cc2cc3c(cc2c2ccccc21)OCO3	76	84	46	13	63	52	40	97	57
COC(=O)c1cc(-c2ccc(C)cc2)n(C(=O)CSc2nc3sc(C(N)=O)c(C)c3c(=O)n2Cc2ccccc2)n1	93	.	97	100	115	100	92	98	105
CCCN1C2CCC1/C(=C\c1ccc(C)cc1)C(=O)/C2=C/c1ccc(C)cc1	92	97	94	95	78	82	84	90	103
S=c1sc2c(Cl)nc(-c3cccnc3)nc2n1-c1ccccc1	80	-60*	88	46	-54*	71	1.6*	-33*	0.2*
O=C(O)c1cccc(Oc2ccc(C(=O)O)c([N+](=O)[O-])c2)c1	95	93	103	76	108	104	85	60	93
COc1cc(-c2nnc(-c3cc4ccc(OCc5ccccc5)cc4nc3OC)o2)cc(OC)c1OC	106	86	93	101	92	106	85	101	93
CCCc1nc2sc3c(c2c(=O)n1NC(=O)c1ccc(OC)cc1)CCCC3	117	100	80	102	86	87	84	94	111
Cc1ccc(S(=O)(=O)CCCl)cc1	120	123	124	111	110	107	118	91	110
CC/C(=C/c1ccccc1)C(=O)O	111	107	109	107	107	113	106	108	100
COc1ccc(C2C=C(c3ccc(Cl)cc3)N=C3SC=CN32)cc1 (stereo not given)	109	113	111	112	106	97	104	110	98
COc1cc(C2=NN(C(C)=O)C(c3cn(S(=O)(=O)c4ccc(C)cc4)c4ccccc34)O2)cc(OC)c1OC (stereo not given)	145	107	113	89	107	67	80	89	86
COc1cc(C(O)CCN(CCO)Cc2ccccc2)cc(OC)c1OC (stereo not given)	119	108	106	109	99	122	103	96	105
CCCCC(O)Cn1ncc(C(=O)OCC)c1NC(=O)NCc1ccccc1C(F)(F)F (stereo not given)	.	99	.	101	107	85	90	98	104
COc1ccc(-n2c(-c3ccccc3)c(-c3ccccc3)c3c(SCC(=O)N/N=C/c4ccc(N(C)C)cc4)ncnc32)cc1	94	89	88	88	90	85	71	91	95
Nc1ccc(S(=O)(=O)Nc2nccs2)cc1	101	102	100	111	109	102	97	106	105
CC(=O)c1cc(O)ccc1O	123	117	107	116	104	108	103	107	114
COc1ccc(NC(=O)NN2C(=O)c3ccccc3N(C)C2c2ccc(OC)cc2)cc1 (stereo not given)	103	108	101	101	109	97	59	103	100

# Part of the list above, reformatted.
> Nc1ccc(S(=O)(=O)Nc2nccs2)cc1
  COLO 205: 101 | IGROV1: 102 | SK-OV-3: 100 | KM12: 111 | HT29: 109 | OVCAR-4: 102 | HCT-116: 97 | HCT-15: 106 | SW-620: 105

> COc1cc(C2=NN(C(C)=O)C(c3cn(S(=O)(=O)c4ccc(C)cc4)c4ccccc34)O2)cc(OC)c1OC (stereo not given)
  COLO 205: 145 | IGROV1: 107 | SK-OV-3: 113 | KM12: 89 | HT29: 107 | OVCAR-4: 67 | HCT-116: 80 | HCT-15: 89 | SW-620: 86

# Further records.
compound	COLO 205	IGROV1	SK-OV-3	KM12	HT29	OVCAR-4	HCT-116	HCT-15	SW-620
Brc1ccc2[nH]c(-c3c[nH]c4ncccc34)nc2n1	104	97	100	99	102	105	104	98	106
c1ccn2c(NCCN3CCOCC3)c(-c3ccc4c(c3)OCO4)nc2c1	.	100	78	99	94	97	99	101	101
N/C(=N\C(N)=N\c1nc2ccccc2s1)c1c(Cl)cccc1Cl	104	92	106	100	103	104	88	95	96
CCc1ccccc1O	115	103	114	104	108	111	106	111	111
COc1ccc(/C=C/C(=O)c2ccc(NC(=O)CSc3nnc(-c4ccc(Cl)cc4)o3)cc2)cc1OC	122	101	124	95	95	93	85	96	104
N#CC1=C2NCCCCCNc3oc(nc3C#N)Cc3ccccc3CC(=N1)O2	115	106	111	110	111	107	108	103	110
O=C(O)CN1CCc2c(sc3ncnc(N/N=C/c4ccc(Br)cc4)c23)C1	120	92	110	102	117	107	104	105	118
CC(C)CCC[C@@H](C)C1CCC2C3CCC4=C/C(=N/OCCN5CCOCC5)CC[C@]4(C)C3CC[C@@]21C (stereo not given in full)	111	97	104	102	89	101	97	105	100
CC(C)Cc1cc(-c2cc(CC(C)C)nc(N)n2)nc(N)n1	124	112	104	110	104	103	107	104	104
Cn1cc(-c2nnc(N)nc2-c2c[nH]c3ccc(F)cc23)c2cccnc21	27	41	66	22	17	78	15	28	19
Cn1cc(-c2cc3nc(-c4cn(C)c5ncc(Br)cc45)cc(N)n3n2)c2ccccc21	-81*	-24*	-24*	-55*	-86*	20	-100*	-23*	-48*
CCN(CC)c1nc(Cl)nc2c1ncn2CCCNc1ccnc2cc(Cl)ccc12	78	82	91	96	77	88	67	81	101
CCN(CC)CCNc1cccc2sc3ccccc3c(=O)c12	46	85	92	82	26	70	37	69	64
Nc1c(C(=O)Nc2c(Cl)cccc2Cl)sc2nc3c(cc12)CCCCC3	45	73	57	54	34	.	62	33	46
Cc1ccn2c(NC(C)(C)CC(C)(C)C)c(-c3ccc(-c4ccccc4)cc3)nc2c1	97	77	79	95	61	67	85	76	89
COc1ccc(-c2nc(Br)cn3ccnc23)cc1	106	85	94	95	103	99	93	90	95
O=C(Nc1ccc(Cl)c(C(F)(F)F)c1)c1cncc(C#Cc2cnc3ccc(N4CCOCC4)nn23)c1	12	-14*	11	-21*	8.8*	14	-27*	16	19
CC1(C)CC(O)(Cc2ccccc2)C(C)(O)c2ccccc21 (stereo not given)	104	93	112	105	103	93	88	98	102
O=C(NCCc1ccccc1)C1CCC(=O)N1Cc1ccc(Br)cc1 (stereo not given)	108	103	101	106	86	111	78	108	97
CC(C)(c1ccc(OCC(O)CNCc2ccco2)cc1)c1ccc(OCC(O)CNCc2ccco2)cc1 (stereo not given)	85	86	105	83	78	96	60	83	90
OCc1cc(Cl)cc(Cl)c1O	107	118	94	112	103	.	112	105	108
COc1ccc(-c2nc(/C=N/Nc3cc(C)nc4ccc(Cl)cc34)c(C)o2)cc1	-73*	-79*	92	-87*	-96*	-95*	-86*	-92*	-89*
OC(c1ccccc1)C1(c2ccccc2)OCCO1 (stereo not given)	109	106	99	107	101	.	96	97	109
O=C(CC1(O)C(=O)Nc2ccccc21)c1cccnc1 (stereo not given)	109	96	109	99	100	105	98	108	95
NNC(=O)c1ccncc1	116&106	93&103	109&101	109&108	113&98	107&103	100&101	102&106	106&106

# Reprinted from the part before: six compounds, followed by the next part.
compound	COLO 205	IGROV1	SK-OV-3	KM12	HT29	OVCAR-4	HCT-116	HCT-15	SW-620
CC(C)(c1ccc(OCC(O)CNCc2ccco2)cc1)c1ccc(OCC(O)CNCc2ccco2)cc1 (stereo not given)	85	86	105	83	78	96	60	83	90
OCc1cc(Cl)cc(Cl)c1O	107	118	94	112	103	.	112	105	108
COc1ccc(-c2nc(/C=N/Nc3cc(C)nc4ccc(Cl)cc34)c(C)o2)cc1	-73*	-79*	92	-87*	-96*	-95*	-86*	-92*	-89*
OC(c1ccccc1)C1(c2ccccc2)OCCO1 (stereo not given)	109	106	99	107	101	.	96	97	109
O=C(CC1(O)C(=O)Nc2ccccc21)c1cccnc1 (stereo not given)	109	96	109	99	100	105	98	108	95
NNC(=O)c1ccncc1	116&106	93&103	109&101	109&108	113&98	107&103	100&101	102&106	106&106
C[C@@H](CO)C[C@@H](C)c1cc2ccccc2o1	106	100	104	92	92	106	91	104	103
Cn1c(=O)[nH]c(=O)c2nc(/C=C(\O)c3ccco3)c(=O)[nH]c21	105	103	96	103	112	100	109	110	99
O=c1cc(N2CCNCC2)oc2c(-c3ccc4c(c3)OCCO4)csc12	97	105	106	99	103	103	95	98	107
CCC(C)C(N)C1=NC(C(=O)NC(CC(C)C)C(=O)NC(CCC(=O)O)C(=O)NC(C(=O)NC2CCCCNC(=O)C(CC(N)=O)NC(=O)C(CC(=O)O)NC(=O)C(Cc3cnc[nH]3)NC(=O)C(Cc3ccccc3)NC(=O)C(C(C)CC)NC(=O)C(CCCN)NC2=O)C(C)CC)CS1 (stereo not given)	95	97	.	109	105	106	104	116	107
O=C(Nc1ccc(Cl)c(Cl)c1)O/N=C\c1c(Cl)ccc([N+](=O)[O-])c1Cl	-83*	-46*	61	-72*	-73*	-66*	-84*	-3.2*	-79*
O=C(O)CCSSc1ccccc1	112	106	112	103	103	97	103	99	96
O=C(CCCNc1ncnc2c1ncn2-c1ccccc1)NC1CCCCC1	99	98	94	105	103	107	79	104	97
O=C(O)CCC(NC(=O)c1cccc([N+](=O)[O-])c1)C(=O)O (stereo not given)	105	113	103	108	104	100	106	107	102
O=C(Nc1ccc(F)cc1)Nc1ccccc1CNc1nc(Nc2ccc(OCCN3CCCC3)cc2)ncc1Cl	0.1*	56	93	50	6.1*	-7.6*	22	39	28
Cn1c(Cc2ccccc2)nc(=O)c2ccccc21	105	114	101	118	101	117	105	105	112
NC1=NC(=O)NC1(c1ccccc1)c1ccccc1	103	.	93	103	111	105	100	98	99
CC(C)OCCCNc1nc(Cl)nc2c1cnn2C	103	90	97	107	110	105	102	119	97
COc1ccccc1S(=O)(=O)Nc1ccc2c3c(cc(-c4cnn(C5CC5)c4)nc13)C(=O)N2C	39	59	56	56	44	62	60	63	69

# Screens (PubChem BioAssay)
